BAZ2B block: qHTS Assay for Inhibitors of BAZ2B | Bromodomain adjacent to zinc finger domain protein 2B (Homo sapiens), Q9UIF8 | Potency, µM (series often up to 114 µM), for the others: at the highest dose activity change, negative = inhibition, most hits filed as inhibitors | 360,000 tested, 4.4% active | AlphaScreen BAZ2B-H3K14Ac peptide displacement; also: potency is read from the fitted curve at half-maximal effect; % is scaled to controls: 0 for no effect and ±100 for the full control effect; nearly all actives have a fitted effect of over 60% in size
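In this displacement format the biotinylated H3(5-23) peptide acetylated at Lys14 serves as ligand at 50 nM, with BAZ2B at 50 nM in PBS pH 7.4 containing 0.01% Tween-20. Donor and acceptor beads are 10 ug/mL final.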
GLS inhibitor: qHTS for Inhibitors of Glutaminase (GLS) | Potency, µM (highest dose often 45.5 µM), inactives show at the highest dose activity change, negative = inhibition, actives largely listed as inhibitors | Glutaminase kidney isoform, mitochondrial (Homo sapiens), O94925 | 410,000 tested, 0.21% active | GLS enzymatic activity, qHTS titration; also: potency is read from the fitted curve at half-maximal effect; % is scaled to controls: 0 for no effect and ±100 for the full control effect
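Human kidney-isoform GLS in 45 mM KH2PO4 pH 8.2, 0.02% Tween-20, with compound, started with 1mM L-Glutamine (added stock). Glutamate oxidase/HRP/Amplex red coupled fluorescence read at start and after 30 min at RT.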
PI4K2A block: qHTS for small molecular inhibitors of PI4K2A. purified PI4K2A, ADP-Glo luminescence, 1 h; active compounds read low. 420,000 tested, 0.13% active. Phosphatidylinositol 4-kinase type 2-alpha (Homo sapiens), Q9BTU6. AID 1346378, 2018. activity change, negative = inhibition, % at 76.9 µM; in the data active = activity change below about -50%; inconclusive = mostly about -30% to -49%;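 also: -100% = wells without enzyme as full effect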
Target sequence (Q9BTU6 whole entry, looked up): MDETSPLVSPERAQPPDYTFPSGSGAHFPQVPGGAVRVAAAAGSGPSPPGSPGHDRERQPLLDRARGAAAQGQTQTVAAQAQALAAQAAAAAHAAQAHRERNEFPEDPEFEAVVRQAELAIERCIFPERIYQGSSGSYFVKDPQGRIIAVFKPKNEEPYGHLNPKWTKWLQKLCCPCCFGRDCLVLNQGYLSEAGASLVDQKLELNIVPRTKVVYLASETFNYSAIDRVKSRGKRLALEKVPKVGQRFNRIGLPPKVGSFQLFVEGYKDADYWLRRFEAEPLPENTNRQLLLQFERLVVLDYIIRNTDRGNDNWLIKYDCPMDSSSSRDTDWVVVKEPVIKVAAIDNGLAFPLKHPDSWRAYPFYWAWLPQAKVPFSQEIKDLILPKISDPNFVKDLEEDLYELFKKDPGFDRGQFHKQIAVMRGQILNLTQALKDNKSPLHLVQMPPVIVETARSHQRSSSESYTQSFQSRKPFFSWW
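Compounds are screened against recombinant PI4K2A using PI as substrate and ATP, the latter dispensed at 300 microM. Reactions run one hour at ambient temperature before ADP-Glo detection; full inhibition defined by wells lacking enzyme.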
HP1b chromo inh: HTS for Inhibitors of HP1-beta Chromodomain Interactions with Methylated Histone Tails; AID 540317, 2011; Chromobox protein homolog 1 (Homo sapiens), P83916; Potency, µM (titrated, usually from 114 µM), without a hit: top-dose activity change, negative = inhibition, usual class: inhibitors; 390,000 tested, 0.56% active; AlphaScreen HP1-beta / biotin-H3K9me3 peptide binding; also: potency is read from the fitted curve at half-maximal effect; nearly all actives have a fitted effect of over 70% in size; inactives centre near 23
Target sequence (P83916 whole entry, looked up): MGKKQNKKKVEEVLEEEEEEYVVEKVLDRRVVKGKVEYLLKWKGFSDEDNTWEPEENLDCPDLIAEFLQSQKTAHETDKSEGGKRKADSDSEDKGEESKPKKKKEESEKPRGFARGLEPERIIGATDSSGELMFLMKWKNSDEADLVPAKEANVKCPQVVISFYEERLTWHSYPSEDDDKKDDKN
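AlphaScreen: HP1-beta (50 nM) preformed 30 min with biotin-H3(1-18)K9me3 peptide (50 nM) in PBS pH 7.4, 0.01% Tween-20. Compound added for 30 min at RT, then streptavidin donor/nickel chelate acceptor beads (10 ug/mL) for 30 min.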
G9a block: qHTS Assay for Inhibitors of Histone Lysine Methyltransferase G9a | G9a H3K9 monomethylation, AlphaScreen, 2 h | Potency, µM (highest dose often 102 µM), inactives show at the highest dose activity, negative = inhibition, most hits filed as inhibitors | 350,000 tested, 8.8% active | AID 504332, 2011; also: potency is read from the fitted curve at half-maximal effect; % is scaled to controls: 0 for no effect and ±100 for the full control effect; nearly all actives have a fitted effect of over 75% in size
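AlphaScreen read-out: biotin-H3K9 peptide (500 nM) methylation by 20 nM enzyme with 20 uM SAM, 2 h at room temperature after 15 min compound preincubation; anti-monomethyl H3K9 antibody plus donor/acceptor beads, 10 min dark.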
JMJD2A Tudor: qHTS Assay for Inhibitors of JMJD2A-Tudor Domain | Potency, µM (top dose mostly 114 µM), inactives show top-dose activity change, negative = inhibition, most hits filed as inhibitors | 390,000 tested, 4.4% active | AlphaScreen JMJD2A-Tudor / H3K4me3 peptide binding | Lysine-specific demethylase 4A (Homo sapiens), O75164; also: potency is read from the fitted curve at half-maximal effect; % is scaled to controls: 0 for no effect and ±100 for the full control effect; nearly all actives have a fitted effect of over 50% in size
Pin1 inh: qHTS Assay to Find Inhibitors of Pin1. 390,000 tested, 0.009% active. Potency, µM (series often up to 115 µM), inactives show top-dose activity, negative = inhibition, usual class: inhibitors. Pin1 FP peptide displacement, HiFluor488, 10 min. Peptidyl-prolyl cis-trans isomerase NIMA-interacting 1 (Homo sapiens), Q13526. AID 504891, 2011; active = well fitted inhibition curve with a large enough effect in the polarisation, with a control signal flat, not every such curve was filed as active; inconclusive = small, poorly fitted or top-dose-only effect, or effect the other way, or a change in a side signal; inactive = no such curve, though single readings can be large or run the other way; the % refers to the polarisation; also: potency is read from the fitted curve at half-maximal effect; % is scaled to controls: 0 for no effect and ±100 for the full control effect
PGK inhibitor: qHTS Assay to Find Inhibitors of Phosphoglycerate Kinase. Phosphoglycerate kinase, glycosomal (Trypanosoma brucei brucei), P07378. PGK/GAPDH coupled, Kinase-Glo luminescence, 60 min. Potency, µM (doses to about 57.5 µM), without a hit: at the top dose activity change, negative = inhibition, usual class: inhibitors. 380,000 tested, 0.043% active; also: potency is read from the fitted curve at half-maximal effect; % is scaled to controls: 0 for no effect and ±100 for the full control effect; nearly all actives have a fitted effect of over 60% in size
Target sequence (P07378 whole entry, looked up): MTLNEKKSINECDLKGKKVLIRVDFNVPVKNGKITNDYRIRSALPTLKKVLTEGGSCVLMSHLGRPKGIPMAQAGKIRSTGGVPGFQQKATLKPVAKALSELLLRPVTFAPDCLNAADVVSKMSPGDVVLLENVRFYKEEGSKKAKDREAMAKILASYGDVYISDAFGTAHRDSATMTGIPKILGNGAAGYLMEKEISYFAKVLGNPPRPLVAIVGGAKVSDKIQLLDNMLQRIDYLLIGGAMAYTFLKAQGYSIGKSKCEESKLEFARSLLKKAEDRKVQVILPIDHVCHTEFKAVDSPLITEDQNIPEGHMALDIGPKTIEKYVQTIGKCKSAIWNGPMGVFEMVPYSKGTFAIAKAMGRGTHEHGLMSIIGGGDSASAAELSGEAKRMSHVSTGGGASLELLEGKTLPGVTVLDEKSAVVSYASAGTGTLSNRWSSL
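Luminescent ATP detection (Kinase-Glo Plus) follows a 60-minute room-temperature incubation, with wells lacking PGK as controls. Buffer: 100 mM TEA (pH 7.6), 5 mM MgCl2, 0.01% Tween-20. Coupling enzyme GAPDH (100 nM final) supplies unstable 1,3-BPG in-well.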
Pol eta inh: qHTS for Inhibitors of Polymerase Eta. 390,000 tested, 1.2% active. DNA polymerase eta (Homo sapiens), Q9Y253. recombinant Pol eta, fluorescent DNA replication assay. Potency, µM (highest dose often 114 µM), for inactives: at the top dose activity change, negative = inhibition, most hits filed as inhibitors; also: potency is read from the fitted curve at half-maximal effect; % is scaled to controls: 0 for no effect and ±100 for the full control effect
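Pol eta at 10 nM preincubated with compounds 15 min at room temperature; reaction started with fluorescent substrate (50 nM final) and read kinetically at 0 and 10 min.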
An asterisk follows results filed as active; i = inactive; ? = inconclusive; . = no result given; & = joins results of further samples; [ ] = remark or other dose. Unless noted, calls follow the shape of the dose curve; as a rule, active = well fitted curve in the direction sought with a large enough effect; inconclusive = small, poorly fitted or top-dose-only effect, or another doubt; inactive = no such curve, though single readings can be large; an effect the other way counts as inactive or inconclusive.

Under each structure – BAZ2B block, GLS inhibitor, PI4K2A block, HP1b chromo inh, G9a block, JMJD2A Tudor, Pin1 inh, PGK inhibitor, Pol eta inh
> CC1(C)C(=O)Nc2ccccc2N1C(=O)COC(=O)CSc1ccc(F)cc1
→ -4%, -2%, 1, 60%[activator], -1%[59 µM], -9%, -10%, i, -11%
> CCOC(=O)c1c(NC(=O)C[n+]2ccc(Cc3ccccc3)cc2)sc(C)c1C
→ -27%, 10%, -2, 1%, 45µM*, -24%, -1%, -6%, -7%
> Cc1cccc(C2Nc3ccccc3C(=O)N2c2ccccc2)n1 (stereo not drawn)
→ -7%, 24%, -1, 23%, -40%[0.0925 µM], -13%, 3%, 5%, -5%
> CCOC(=O)C1NN=C(C(=O)c2ccccc2)C1c1ccccc1 (stereo not drawn)
→ 12%, 8%, 2, 12%, 27%[59 µM], -9%, -1%, -3%, -5%
> NS(=O)(=O)c1ccc(NC(=O)NC2CC(=O)N(c3ccc4c(c3)OCCO4)C2)cc1 (stereo not drawn)
→ 7%, 3%, 1, 34%, ?, -14%, -1%, 5%, -19%
> COc1ccc(N2CCN(S(=O)(=O)CCNC(=O)COc3cccc(OC)c3)CC2)cc1
→ -14%&-3%, 3%&10%, -4&2, 32%, -15%, -7%&-16%, -2%&2%, -4%&2%, -16%&-13%
> Cc1c(NC(=O)CSc2nnc(-c3ccco3)n2-c2ccccc2)c(=O)n(-c2ccccc2)n1C
→ ., 18%, 4, 26%, -9%[59 µM], 8%, 8%, 11%, 3%
> O=C(CSc1nc(-c2ccccc2Cl)ns1)NCc1ccc2c(c1)OCO2
→ -2%, -12%, -2, 22%, -10%[59 µM], 5%, -3%, i, -14%
> CCOC(=O)C(C)Oc1ccc2c(C)cc(=O)oc2c1C(C)=O (stereo not drawn)
→ 5%, 3%, 11, 11%, ?, -9%, 6%, -2%, 0%
> C[C@@H]1CN([C@H](C)CO)C(=O)c2cc(Br)cnc2O[C@@H]1CN(C)Cc1cncnc1
→ ., 3%, 1, ., ., ., ., -8%, -9%
> Cc1c(/C=N/Nc2ccc(C(=O)O)cc2)c2ccccc2n1C
→ ?, 37%[activator], 2, -13%, ., ?, -2%, 4%, -33%
> Brc1ccc(C2=Nn3c(Cn4nnc5ccccc54)nnc3SC2)cc1
→ -5%, -22%, 0, ?, ., -27%, 5%, 5%, 16%
> Cc1cccc(OCC(=O)N(Cc2ccc(F)cc2)C2CCS(=O)(=O)C2)c1C (stereo not drawn)
→ ?, -6%, 7, 50%[activator], 13%, -21%, 0%, 0%, -11%
> CCCCCC/C=N/Nc1nnc(Cc2ccc(OC)c(OC)c2)c(=O)[nH]1
→ 7.1µM*, 8%, 4, 23%, 12%, 0.89µM*, -1%, 6%, -9%
> CCC(=O)N1CCc2cc(S(=O)(=O)CCC(=O)NCc3ccc4c(c3)OCO4)ccc21
→ 9%, 5%, 3, 20%, -33%, -3%, 1%, -9%, -3%
> CCc1nc2ccccc2c(=O)n1/N=C/c1ccc(OC)cc1
→ ., -4%, 0, 8%, ., 0%, 5%, -1%, -14%
> C=C(C)c1cccc(C(C)(C)NC(=O)N2CCN(c3ccccc3OC)CC2)c1
→ 4%, 4%, 0, 3%, 17%[59 µM], -4%, -9%, 9%, -16%
> CC(C)Cn1c(N)c(C(=O)COC(=O)c2cccc(F)c2)c(=O)n(C)c1=O
→ -1%, 1%, 3, 42%[activator], 15%, -5%, 4%, 8%, -8%
> Cc1ccc2cccc(Oc3ncnc4scc(-c5ccccc5)c34)c2n1
→ -1%, 6%, 2, 13%, -12%, -15%, 23%, 4%, -19%
> COc1ccc(C(=O)OCC(=O)NC(=O)NC2CCCC2)cc1OC
→ -4%, -1%, -3, 52%[activator], -38%[59 µM], 4%, 2%, i, -7%
> CC(=O)Oc1cc(C(C)C)c(OCCN(C)C)cc1C
→ 7%, 21%, -4&-1&0, 23%, -6%[59 µM], -10%, -4%, -1%, -5%
> COc1ccc(-c2cc(=O)oc3c(C)c(OCC(=O)NCC4CCC(C(=O)O)CC4)ccc23)cc1 (stereo not drawn)
→ -25%, -3%, -4, 34%, 24%, -16%, 6%, -2%, 3%
> COc1ccc(S(=O)(=O)N(C)C)cc1NC(=O)CSc1ncccn1
→ -15%, -6%, 2, -2%, 2%, ?, 2%, -9%, -9%
> CC(C)C(=O)NS(=O)(=O)c1ccc(NS(C)(=O)=O)cc1
→ -10%, -2%, -5, 41%[activator], 6%[59 µM], 3%, 3%, -7%, -6%
> CC(C)(C)c1ccc(NC(=O)C2=CN3CCS(=O)(=O)N=C3C=C2)cc1
→ 12%, -8%, 5, 26%, 7.1µM*, 4%, 21%, -3%, -17%
> COc1ccc(NC(=O)c2ccc3c(c2)OCO3)cc1S(=O)(=O)N1CCOCC1
→ ., -4%, -3, 32%, ., 3%, -3%, -9%, -17%
> CC(CN1CCN(C)CC1)OC(=O)c1ccccc1 (stereo not drawn)
→ -1%, -4%, 6, 39%[activator], ?, -10%, -2%, -6%, -13%
> NC(=O)N1CC(O)CC1C(=O)Nc1ccc(Cl)c(Cl)c1 (stereo not drawn)
→ 22%, -3%, -5, 67%[activator], -5%[59 µM], -21%[11.4 µM], 2%, 7%, -11%
> COc1ccc(-n2cc(C(=O)NCCc3ccc(C)cc3)c3ccccc3c2=O)cc1
→ ?, 9%, -8, 12%, ?, ?, -1%, 9%, -16%
> COc1ccc(C(=O)Nc2cccnc2Sc2ccc(Cl)cc2)cc1
→ -2%, 0%, 1, 31%[activator], -25%, -12%, 3%, -2%, -8%

Pulled by compound from the entries so far, two records:
Under each structure – BAZ2B block, GLS inhibitor, PI4K2A block, HP1b chromo inh, G9a block, JMJD2A Tudor, Pin1 inh, PGK inhibitor, Pol eta inh
> CC(=O)Oc1cc(C(C)C)c(OCCN(C)C)cc1C
→ 7%, 21%, -4&-1&0, 23%, -6%[59 µM], -10%, -4%, -1%, -5%
> NC(=O)N1CC(O)CC1C(=O)Nc1ccc(Cl)c(Cl)c1 (stereo not drawn)
→ 22%, -3%, -5, 67%[activator], -5%[59 µM], -21%[11.4 µM], 2%, 7%, -11%

Single entries from the results shown:
O=C(CSc1nc(-c2ccccc2Cl)ns1)NCc1ccc2c(c1)OCO2 in Pin1 inh has -3%
CCCCCC/C=N/Nc1nnc(Cc2ccc(OC)c(OC)c2)c(=O)[nH]1 in PI4K2A block has 4
CCc1nc2ccccc2c(=O)n1/N=C/c1ccc(OC)cc1 in Pin1 inh has 5%
C[C@@H]1CN([C@H](C)CO)C(=O)c2cc(Br)cnc2O[C@@H]1CN(C)Cc1cncnc1 in Pol eta inh has -9%

Next part
Under each structure – BAZ2B block, GLS inhibitor, PI4K2A block, HP1b chromo inh, G9a block, JMJD2A Tudor, Pin1 inh, PGK inhibitor, Pol eta inh
> CSCC[C@H](NC(=O)N1CCn2c1nc1ccccc12)C(=O)NCc1ccc(F)cc1
→ -9%, -10%, -2, 20%, -11%[0.0925 µM], -19%, 2%, -8%, -9%
> CC(C)n1nnnc1SCC(=O)NCCc1ccccc1
→ 8%, 10%, 0, 24%, 10%[12.7 µM], -11%, 0%, -1%, -3%
> CCOC(=O)c1c(NC(=O)c2ccc(S(=O)(=O)N(CCOC)CCOC)cc2)sc2c1CC(C)(C)NC2(C)C
→ 1%, 3%, -4, 27%, -8%[59 µM], -15%, -8%, -4%, -20%
> COc1ccc(CCNC(=O)c2cccc(Nc3nc4ccccc4nc3-n3nc(C)cc3C)c2)cc1OC
→ ?, -1%, 2, 40%[activator], ?, 12%, -1%, 12%, -5%
> Cc1c(N)c(=O)n(-c2ccccc2)n1C
→ 3%, 24%, 4&-3, 30%, -13%[59 µM], -16%, 8%, 10%, -7%
> CC[N+](CC)(CC)CCOc1ccc(/C=C/c2ccccc2)cc1
→ 56µM*, -12%&-3%, 0&-5, 13%, 9%[59 µM], ?, 0%, -1%, -18%
> CN(C(=O)c1ccccc1)c1nccnc1C#N
→ -11%, 3%, -1, 35%[activator], 18%, -1%, 2%, -9%, 8%
> Cc1ccccc1-n1nnnc1SCc1cc(=O)n2ccsc2n1
→ ., -1%, 2, 38%, -5%, -10%, -8%, i, -10%
> CN(C)c1ccc(C2(c3ccc(N(C)C)cc3)OC(=O)c3cc(N)ccc32)cc1
→ 18µM*, 26%, -2, 16µM*, 16%[2.33 µM], 28µM*, -2%, -7%, -21%
> O=C(CN1CCN(S(=O)(=O)c2ccc(F)c(Cl)c2)CC1)N1CCc2ccccc2C1
→ ., -2%, 6, 27%, ., -10%, 0%, -8%, -28%
> CCC(c1nnnn1C(C)C)N1CCN(C2CCCC2)CC1 (stereo not drawn)
→ 9%, -5%, 11, 29%, ?, 9%, 1%, -9%, -22%
> CCOC(=O)/C(=N/Nc1ccccc1OC)N1CCCc2ccccc21
→ -16%, 38%[activator], 4, 41%, 2.5µM*, -3%, 21%, 5%, -16%
> Cc1ccc(C)c2[nH]c(=O)c(CCNS(=O)(=O)c3ccccc3)cc12
→ 3%, 14%, -10, 38%, 6%[59 µM], -21%, -3%, -1%, -12%

Bioassay records (PubChem)

Only part of the results is shown; the hit share may differ from the screen's.
